High-throughput results deposited in PubChem BioAssay by several laboratories.
Furin inhibitor: inhibitors of human furin; P09958; purified furin, fluorogenic substrate cleavage; inhibition, % at 30 µM; hit rate 0.061% among 220,000; in the data active means inhibition above about 25%; further: inactives centre near -15
Runt-CBFb FRET: blocks binding of human RUNX1 Runt domain to CBFb; Q01196+Q13951; Cerulean-Runt/Venus-CBFb FRET ratio 530/480, 1 h; inhibition, % at 20 µM; hit rate 0.46% among 220,000; AID 1496;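 active means inhibition over about 50% at 20 µM in the single-dose screen, limit read from the data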;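 further: 0% = DMSO wells and 100% = excess unlabeled CBFb competitor control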
Target sequence (Q01196 whole entry, looked up, the tested form may be a part): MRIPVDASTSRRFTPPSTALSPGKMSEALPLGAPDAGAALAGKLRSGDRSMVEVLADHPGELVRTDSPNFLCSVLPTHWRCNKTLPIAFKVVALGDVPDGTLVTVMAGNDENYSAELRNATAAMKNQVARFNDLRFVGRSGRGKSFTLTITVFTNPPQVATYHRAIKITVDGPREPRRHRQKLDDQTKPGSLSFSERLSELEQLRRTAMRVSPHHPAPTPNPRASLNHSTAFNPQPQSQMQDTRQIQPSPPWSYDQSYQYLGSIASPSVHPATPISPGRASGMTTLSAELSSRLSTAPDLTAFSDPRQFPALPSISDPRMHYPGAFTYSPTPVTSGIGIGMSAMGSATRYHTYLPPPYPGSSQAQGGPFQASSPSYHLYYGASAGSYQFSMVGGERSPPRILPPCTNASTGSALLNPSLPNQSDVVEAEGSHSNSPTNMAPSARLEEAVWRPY
Target sequence (Q13951 whole entry, looked up, the tested form may be a part): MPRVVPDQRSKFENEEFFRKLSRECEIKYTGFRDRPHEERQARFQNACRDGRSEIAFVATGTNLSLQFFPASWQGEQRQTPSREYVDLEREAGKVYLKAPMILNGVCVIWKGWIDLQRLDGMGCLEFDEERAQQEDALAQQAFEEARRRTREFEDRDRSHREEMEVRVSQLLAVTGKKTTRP
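Reagent – Venus-CBFb binding partner, 100 nM · Assay system – Cerulean-tagged RUNX1 Runt domain (FRET donor) fusion protein · Input – 100 nM per protein · Incubation – two 1 h room-temperature incubations shielded from light · Measured by – FRET fluorescence · Medium – Tris buffer pH 7.5 with salts and BSA · Benchmarks – unlabeled CBFb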
TbHK1 inh: T. brucei hexokinase 1 inhibition; hit rate 0.11% among 220,000; recombinant TbHK1, G6PDH-coupled NADH A340; inhibition, % at 10 µM;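 active means inhibition of 50% or more in the single-dose primary screen; inactive means inhibition below 50%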
m-calpain inh: blocks pig calpain II enzyme activity; inhibition, % at 16 µM; hit rate 0.37% among 220,000; purified calpain II, fluorogenic peptide substrate, 30 min;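 active means inhibition above about 50%, limit read from the data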
RBBP9 inh: blocks human serine hydrolase RBBP9 | O75884 | recombinant RBBP9, FP-Rh probe fluorescence polarization | inhibition, % at 7.94 µM | hit rate 0.2% among 220,000;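 active means inhibition above the campaign mean of all tested compounds plus 3 SD, cut at about 14% in these data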;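 further: plate controls were DMSO wells with RBBP9 for no effect and wells lacking RBBP9 protein for full effect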
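system = RBBP9 protein | input = RBBP9 at 2.5 µM in dispensed solution, before mixing | measured by = fluorescence polarization (mP), excitation 525 nm, emission 598 nm | incubation = enzyme-compound preincubation 30 min, then probe labeling 45 min, 25 °C | buffer or medium = Tris-NaCl-Pluronic buffer, pH 8.0 | compound = single dose 7.94 µM | also added = FP-Rh probe, 375 nM dispensing solution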
EBV gp42 block: EBV gp42 inhibition. Fluorescence polarization binding assay, mP read-out. AID 1085. inhibition, % (tested at 21.74 µM). Q1HVG2. hit rate 0.42% among 220,000; in the data active means inhibition above about 50%
Target sequence (Q1HVG2 whole entry, looked up): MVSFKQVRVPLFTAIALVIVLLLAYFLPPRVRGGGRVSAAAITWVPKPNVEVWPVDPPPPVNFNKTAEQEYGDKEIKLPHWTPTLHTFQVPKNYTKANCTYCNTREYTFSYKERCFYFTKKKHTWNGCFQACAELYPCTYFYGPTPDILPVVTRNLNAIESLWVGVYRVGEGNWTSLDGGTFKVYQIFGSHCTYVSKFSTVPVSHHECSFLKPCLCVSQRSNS
p97 inhibitor: human p97 ATPase inhibition. P55072. recombinant p97 ATPase, Kinase-Glo ATP luminescence, 3 h. inhibition, % at 8 µM. hit rate 0.42% among 220,000; in the data active means inhibition above about 15%;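 further: 0% = DMSO vehicle and 100% = wells lacking enzyme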
Runt-SMMHC FRET: Runt domain-CBFb-SMMHC interaction inhibition. Cerulean-Runt/Venus-CBFb-SMMHC FRET ratio 530/480, 1 h. inhibition, % at 20 µM. Q01196+Q13951. hit rate 0.74% among 220,000;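 active means mean inhibition across duplicate retests at 20 µM reaching about 50%, limit read from the data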;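 further: 0% = DMSO wells and 100% = wells with excess untagged CBFb-SMMHC; inhibitors lower the FRET ratio by blocking Runt binding to CBFb-SMMHC; some results filed as inactive read as strong as hits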
NCF1 inh: p47phox (human) inhibition; P14598; p47phox/p22phox peptide binding, fluorescence polarization, 2 h; inhibition, % at 24.7 µM; hit rate 0.53% among 220,000;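 active means inhibition above about 30%, limit read from the data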;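 further: 0% = p47phox with labelled peptide and 100% = labelled peptide alone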
Starred values were filed as active, the others as inactive; · = not tested or not shown; [ ] = dose if it differs, or a comment.

#1 COc1ccc(OC)c(NC(=O)C2C3C=CC(C3)C2C(=O)NCc2ccccn2)c1 (stereo not given)
#2 CC(C)NC(=O)/C(C#N)=C\c1ccc(N(C)C)c(Br)c1
#3 Cc1ccc(NC(=O)c2ccc3c(c2)C(=O)N(CC2CCCO2)C3=O)cc1C (stereo not given)
#4 O=C(CSC1=NCCS1)N1CCOCC1
#5 CC(=O)c1cccc(NC(=O)CN2C(=O)COc3ccc(Cl)cc32)c1
#6 CSc1nc(C(=O)N2CCCC(C(=O)c3ccc(Cl)cc3)C2)cs1 (stereo not given)
#7 COc1ccc(-c2nnc3sc(COc4ccc(C)cc4)nn23)cc1
#8 COc1ccc(Cc2nc3ccccc3[nH]2)cc1OC

Screen / compound no.,1,2,3,4,5,6,7,8
Furin inhibitor,-29,-12,-9,-14,-9[20 µM],-16,-18,-21
Runt-CBFb FRET,0,4,-1,0,0,-2,-3,0
TbHK1 inh,6,-22,-4,-2,-2,3,-1,2
m-calpain inh,-27,7,11,8,6,21,-9,-13
RBBP9 inh,-3,-7,7,0,2,-8,-3,-1
EBV gp42 block,0,-14,-11,-1,-6,0,-13,-22
p97 inhibitor,1,-1,-2,2,3,2,1,3
Runt-SMMHC FRET,2,14,-3,4,-2,-1,-2,-2
NCF1 inh,-16,4,4,-8,-12,3,-12,-2

#9 C=CCc1ccc(OCCOCCOc2cccc3ccc(C)nc23)c(OC)c1
#10 Cc1nc2nc(SCC(=O)NCc3ccco3)nn2c(C)c1Cc1ccccc1
#11 CC(C)OC(=O)CSc1n[nH]c(-c2cccnc2)n1
#12 COCCN1C(=O)C(=O)/C(=C(/O)c2ccc(S(=O)(=O)N3CCOCC3)cc2)C1c1cccc(Cl)c1 (stereo not given)
#13 CCN1C(=O)/C(=C\N2CCN(c3cccc(Cl)c3)CC2)SC1=S
#14 Cc1onc(-c2c(Cl)cccc2Cl)c1C(=O)Nc1nc(C(C)(C)C)cs1
#15 CCOC(=O)C1=C(N)N2C(=O)CSC2=C(C(=O)OC)C1
#16 CCc1nnc(NS(=O)(=O)c2ccc(N/C=C/C(=O)c3ccc(C)cc3)cc2)s1

Screen / compound no.,9,10,11,12,13,14,15,16
Furin inhibitor,-5,-19[20 µM],-13,3,-19,-19,-15,15
Runt-CBFb FRET,-5,6,-2,-1,-2,1,-1,6
TbHK1 inh,-3,0,5,-36,-6,9,-18,-3
m-calpain inh,3,-28,-7,19,-18,16,-3,30
RBBP9 inh,5,-4,7,-3,-9,-10,-3,-13
EBV gp42 block,-10,-12,-20,-9,-35,0,2,10
p97 inhibitor,-4,-3,15*,3,-3,-3,-1,-8
Runt-SMMHC FRET,-4,4,-4,0,-5,0,-6,46
NCF1 inh,-3,39*,-4,-2,-66,7,-45,-15

#17 CCOC(=O)CSCC(=O)Nc1c(C(=O)C2CC2)oc2ccccc12
#18 COc1ccc(CNC(=O)C2CSC(=O)C2)cc1 (stereo not given)
#19 O=C(CSc1ccc(Cl)cc1)N1CCCC1
#20 N=c1c2c3c(sc2ncn1CCN1CCOCC1)CCCC3
#21 CCC(Sc1nccn1C)C(=O)Nc1cccc2ccccc12 (stereo not given)
#22 CCOC(=O)c1c(C)[nH]c(C(=O)COC(=O)C2=NNC(=O)CC2)c1C
#23 Nc1c(Cl)ncnc1NCCc1ccc(O)cc1
#24 O=CN1CC(=O)N(c2ccccc2)c2c([nH]c3ccccc23)C1

Screen / compound no.,17,18,19,20,21,22,23,24
Furin inhibitor,6[20 µM],-16,-28,-7,-14,-26,-10,-14
Runt-CBFb FRET,-1,-1,0,2,-1,-1,1,2
TbHK1 inh,-17,14,-1,5,1,-3,-7,-3
m-calpain inh,4,-12,-6,12,14,-8,-19,8
RBBP9 inh,0,-6,-1,-4,3,-8,5,-7
EBV gp42 block,-20,5,-10,0,-11,-19,-1,-10
p97 inhibitor,5,-1,6,4,-2,3,7,3
Runt-SMMHC FRET,2,1,-4,1,-6,-2,2,-10
NCF1 inh,1,-7,-2,11,-5,-229,-1,-5

From compound 5 to 15, copied from above:
#5 CC(=O)c1cccc(NC(=O)CN2C(=O)COc3ccc(Cl)cc32)c1
#6 CSc1nc(C(=O)N2CCCC(C(=O)c3ccc(Cl)cc3)C2)cs1 (stereo not given)
#7 COc1ccc(-c2nnc3sc(COc4ccc(C)cc4)nn23)cc1
#8 COc1ccc(Cc2nc3ccccc3[nH]2)cc1OC
#9 C=CCc1ccc(OCCOCCOc2cccc3ccc(C)nc23)c(OC)c1
#10 Cc1nc2nc(SCC(=O)NCc3ccco3)nn2c(C)c1Cc1ccccc1
#11 CC(C)OC(=O)CSc1n[nH]c(-c2cccnc2)n1
#12 COCCN1C(=O)C(=O)/C(=C(/O)c2ccc(S(=O)(=O)N3CCOCC3)cc2)C1c1cccc(Cl)c1 (stereo not given)
#13 CCN1C(=O)/C(=C\N2CCN(c3cccc(Cl)c3)CC2)SC1=S
#14 Cc1onc(-c2c(Cl)cccc2Cl)c1C(=O)Nc1nc(C(C)(C)C)cs1

Screen / compound no.,5,6,7,8,9,10,11,12,13,14
Furin inhibitor,-9[20 µM],-16,-18,-21,-5,-19[20 µM],-13,3,-19,-19
Runt-CBFb FRET,0,-2,-3,0,-5,6,-2,-1,-2,1
TbHK1 inh,-2,3,-1,2,-3,0,5,-36,-6,9
m-calpain inh,6,21,-9,-13,3,-28,-7,19,-18,16
RBBP9 inh,2,-8,-3,-1,5,-4,7,-3,-9,-10
EBV gp42 block,-6,0,-13,-22,-10,-12,-20,-9,-35,0
p97 inhibitor,3,2,1,3,-4,-3,15*,3,-3,-3
Runt-SMMHC FRET,-2,-1,-2,-2,-4,4,-4,0,-5,0
NCF1 inh,-12,3,-12,-2,-3,39*,-4,-2,-66,7

#15 CCOC(=O)C1=C(N)N2C(=O)CSC2=C(C(=O)OC)C1

Screen / compound no.,15
Furin inhibitor,-15
Runt-CBFb FRET,-1
TbHK1 inh,-18
m-calpain inh,-3
RBBP9 inh,-3
EBV gp42 block,2
p97 inhibitor,-1
Runt-SMMHC FRET,-6
NCF1 inh,-45

(continued)
#25 COc1ccc(Cn2c(C3CC3)nc3ccc(NC(=O)C4CC4)cc3c2=O)cc1
#26 Cc1csc(NC(=O)C(Cc2ccccc2)n2cccc2)n1 (stereo not given)
#27 COc1ccc(NC(=O)Nc2ccc(Br)cn2)cc1
#28 c1ccc(CSc2nnc(NC3=NCCCCC3)s2)cc1
#29 CCCCCCCCc1nc(SC(C)C(=O)O)n[nH]1 (stereo not given)
#30 CCCCOc1cccc(OCC(=O)Nc2nc3ccccc3[nH]2)c1
#31 CCOC(=O)C1CCCN(C(=O)c2ccc(CS(=O)(=O)Cc3ccccc3C)o2)C1 (stereo not given)
#32 OCC(CO)(CO)n1cnnn1

Screen / compound no.,25,26,27,28,29,30,31,32
Furin inhibitor,-29,-18,-21,-15,-14,-10,-21[20 µM],-24
Runt-CBFb FRET,-2,4,-1,-1,-2,-2,2,2
TbHK1 inh,2,0,2,-3,0,-4,6,-1
m-calpain inh,0,-47,-3,-9,-6,3,17,9
RBBP9 inh,-4,0,-7,0,0,3,2,4
EBV gp42 block,-6,2,-7,4,-11,-20,-14,-7
p97 inhibitor,2,2,-1,-5,2,1,3,1
Runt-SMMHC FRET,2,1,2,-3,0,-1,3,61
NCF1 inh,-20,-8,-3,-21,-4,3,-10,7

#33 CCN(CC)c1cc(C)c2ccccc2n1
#34 CCOC(=O)C(NCCc1ccccc1)(NC(C)=O)C(F)(F)F (stereo not given)
#35 Cc1ccc(-c2nn(-c3ccccc3)cc2/C=N/NC(=O)CSc2nnc(C)n2-c2ccccc2)cc1
#36 CCOc1ccc(Cl)cc1CNCCNCC(C)O (stereo not given)
#37 CC(=O)Oc1ccc(-c2cccc(C(=O)NCC(=O)O)c2)cc1
#38 Cc1ccc(N(CC(=O)O)S(C)(=O)=O)cc1Cl
#39 CCCCNC(=O)Nc1nnc(-c2ccccc2)o1
#40 CC(=O)N1CC=CC1(C)C(=O)O (stereo not given)

Screen / compound no.,33,34,35,36,37,38,39,40
Furin inhibitor,-13[20 µM],-16,-16[20 µM],-15[20 µM],-11[20 µM],-13[20 µM],-14[20 µM],-23
Runt-CBFb FRET,-2,-7,-2,0,·,-1,0,-4
TbHK1 inh,-11,4,-9,-2,2,3,-6,-1
m-calpain inh,-23,-15,-39,2,-11,12,-177,-4
RBBP9 inh,-4,-3,-22,-10,-7,-7,-1,-6
EBV gp42 block,-38,11,-9,-15,-2,2,-14,-8
p97 inhibitor,-5,2,2,2,-6,3,-1,6
Runt-SMMHC FRET,15,-4,0,0,-1,-2,-9,-1
NCF1 inh,7,2,-29,-9,-4,2,-2,-7

#41 CCSc1nnc(NC(=O)C2Cc3ccccc3CN2C(=O)c2ccco2)s1 (stereo not given)
#42 O=C(N1CCN=C1SCc1cccnc1)C12CC3CC(CC(C3)C1)C2
#43 Cc1cccc(NC(=O)CSc2nc(COc3ccccc3)nc3ccccc23)c1C
#44 Nc1nc(SCC(=O)NC2CCCC2)[nH]c(=O)c1-c1ccccc1
#45 CCOc1ccc(NCc2nnc(SCC(=O)Nc3cc(C)on3)n2-c2ccc(OC)cc2)cc1
#46 NNC(=O)CCc1c[nH]c2ccccc12
#47 CC1=C(C)Cc2c(OC(=O)c3ccccc3)ccc(OC(=O)c3ccccc3)c2C1
#48 CC(C)c1ccc(NC2=NCC(=O)N2Cc2cccs2)cc1
#49 Cc1ccc(-c2nnc(Cc3ccc([N+](=O)[O-])cc3)o2)cc1
#50 N#CC1=C2SCN(Cc3ccco3)CN2C(=O)CC1c1ccccc1F (stereo not given)
#51 CCOC(=O)N1CCN(C(=O)c2cn(CC(C)C)c(=O)c3c2c2ccccc2n3C)CC1

Screen / compound no.,41,42,43,44,45,46,47,48,49,50,51
Furin inhibitor,-15,-27,0[20 µM],-19[20 µM],-10,-13[20 µM],-15,-13,-13,-9[20 µM],-39
Runt-CBFb FRET,3,-1,-5,-2,-1,-1,0,-3,-2,27,0
TbHK1 inh,-5,1,-2,-13,3,-4,3,6,-3,-23,-22
m-calpain inh,-22,-22,-30,-37,17,6,17,19,32,-6,-66
RBBP9 inh,-8,-2,0,-4,-7,-7,0,-4,-1,-9,-6
EBV gp42 block,5,-17,-7,4,2,-7,-8,-2,-10,-9,-9
p97 inhibitor,-1,2,1,2,-1,1,8,1,1,-3,-4
Runt-SMMHC FRET,-1,4,-9,0,4,0,-4,2,-4,11,-4
NCF1 inh,-23,-17,0,-4,5,-4,-1,-4,-5,-7,4
